# Pin1 inh: inhibitors of human Pin1; AID 504891; Pin1 FP peptide displacement, HiFluor488, 10 min; Q13526; Potency, µM (top dose mostly 115 µM), inactives show top-dose activity, negative = inhibition, usual class: inhibitors; 0.009% of 390,000 active; active = well fitted inhibition curve with a large enough effect in the polarisation, with a control signal flat, not every such curve was filed as active; inconclusive = small, poorly fitted or top-dose-only effect, or effect the other way, or a change in a side signal; inactive = no such curve, though single readings can be large or run the other way; the % refers to the polarisation; note: % is set by controls: 0 for no effect and ±100 for the full control effect
# ERG-DNA inh: inhibitors of human ERG Ets domain-DNA interaction | 0.028% of 370,000 active | Potency, µM (highest dose often 76.9 µM), without a hit: at the highest dose FP activity, negative = inhibition, usual class: inhibitors | P11308 | fluorescence polarization, His-ERG Ets domain / labelled DNA; active = well fitted inhibition curve with a large enough effect in the polarisation, with a control signal flat; inconclusive = small, poorly fitted or top-dose-only effect, or effect the other way, or a change in a side signal; inactive = no such curve, though single readings can be large or run the other way; the % refers to the polarisation;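 note: polarization taken with two DNA probes labelled with fluorescein and Texas red; % of control where 0% means no effect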
#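 His-tagged ERG Ets domain (1 uM in the protein solution; 300mM KCl, 50mM Tris-HCl, 1mM EDTA, 1mM DTT, pH 7.5) received compound, then a probe mix of 5 nM fluorescein-DNA and 100nM Texas-615-DNA. Fluorescence polarization was read for both dyes.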
# ALOX12 inh: blocks human arachidonate 12S-lipoxygenase | P18054 | purified 12hLO, xylenol orange hydroperoxide absorbance | Potency, µM (top dose mostly 108 µM), for inactives: top-dose activity change, negative = inhibition, usual class: inhibitors | 1.1% of 580,000 active; note: % is set by controls: 0 for no effect and ±100 for the full control effect
#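 Purified human 12hLO (150 nM final) in 25 mM Hepes, 0.01% Triton X-100, pH 7.0 was preincubated 15 min at room temperature with compound. Then 40 uM arachidonic acid was added, 30 min. Hydroperoxide was read by Fe-XO absorbance ratio 573/405 nm.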
# rTrxR1 inhibitor: blocks rat thioredoxin reductase 1. 1% of 390,000 active. O89049. recombinant rTrxR1, NADPH fluorescence consumption, selenite substrate. Potency, µM (doses to about 114 µM), for the others: at the top dose activity change, negative = inhibition, actives largely listed as inhibitors; note: % is set by controls: 0 for no effect and ±100 for the full control effect; nearly all actives have a fitted effect of over 65% in size
#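 Rat TrxR1 (90 nM in the dispensed reagent) was pre-reduced with 400 uM NADPH for 5 min at room temperature, then incubated with compound for 15 min. After 400 uM selenite was added, NADPH fluorescence (Ex 340/Em 450 nm) was followed for 8 min.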
# RGS4 inhibitor: human RGS4 inhibition; Potency, µM (doses to about 114 µM), inactives show at the highest dose activity change, negative = inhibition, actives largely listed as inhibitors; AID 504845; Transcreener GDP fluorescence polarization, RGS4-accelerated GTP hydrolysis; 0.039% of 390,000 active; note: % is set by controls: 0 for no effect and ±100 for the full control effect; nearly all actives have a fitted effect of over 75% in size; some results filed as inactive show a strong effect at the top dose
#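 MLSMR compounds (23 nl, pin-transferred) preincubated 10 min at room temperature with a 500nM (2x) first reagent, then RGS4 at 900nM (2x) plus Transcreener GDP mix added; fluorescence polarization (620/688 nm) read before and after 90 min at 30 °C.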
# Tb PGK inh: inhibitors of T. brucei phosphoglycerate kinase | P07378 | PGK/GAPDH coupled, Kinase-Glo luminescence, 60 min | Potency, µM (doses to about 57.5 µM), for the others: top-dose activity change, negative = inhibition, hits mostly inhibitors | 0.043% of 380,000 active; note: % is set by controls: 0 for no effect and ±100 for the full control effect; nearly all actives have a fitted effect of over 60% in size
#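 Luminescent ATP detection (Kinase-Glo Plus) follows a 60-minute room-temperature incubation, with wells lacking PGK as controls. Buffer: 100 mM TEA (pH 7.6), 5 mM MgCl2, 0.01% Tween-20. Coupling enzyme GAPDH (100 nM final) supplies unstable 1,3-BPG in-well.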
# GLS inhibitor: glutaminase GLS (human) inhibition; Potency, µM (series often up to 45.5 µM), inactives show at the highest dose activity change, negative = inhibition, usual class: inhibitors; GLS enzymatic activity, qHTS titration; O94925; 0.21% of 410,000 active; note: % is set by controls: 0 for no effect and ±100 for the full control effect
#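 Glutamate formation by hKGA was monitored fluorometrically using coupled glutamate oxidase, HRP and Amplex Red. Substrate was added as 1 mM L-glutamine solution; incubation was 30 min at RT after an initial read.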
# JMJD2A Tudor: blocks the human JMJD2A Tudor domain; 4.4% of 390,000 active; AlphaScreen JMJD2A-Tudor / H3K4me3 peptide binding; O75164; Potency, µM (highest dose often 114 µM), without a hit: top-dose activity change, negative = inhibition, usual class: inhibitors; note: % is set by controls: 0 for no effect and ±100 for the full control effect; nearly all actives have a fitted effect of over 50% in size
# Target sequence (O75164 whole entry, looked up, the tested form may be a part): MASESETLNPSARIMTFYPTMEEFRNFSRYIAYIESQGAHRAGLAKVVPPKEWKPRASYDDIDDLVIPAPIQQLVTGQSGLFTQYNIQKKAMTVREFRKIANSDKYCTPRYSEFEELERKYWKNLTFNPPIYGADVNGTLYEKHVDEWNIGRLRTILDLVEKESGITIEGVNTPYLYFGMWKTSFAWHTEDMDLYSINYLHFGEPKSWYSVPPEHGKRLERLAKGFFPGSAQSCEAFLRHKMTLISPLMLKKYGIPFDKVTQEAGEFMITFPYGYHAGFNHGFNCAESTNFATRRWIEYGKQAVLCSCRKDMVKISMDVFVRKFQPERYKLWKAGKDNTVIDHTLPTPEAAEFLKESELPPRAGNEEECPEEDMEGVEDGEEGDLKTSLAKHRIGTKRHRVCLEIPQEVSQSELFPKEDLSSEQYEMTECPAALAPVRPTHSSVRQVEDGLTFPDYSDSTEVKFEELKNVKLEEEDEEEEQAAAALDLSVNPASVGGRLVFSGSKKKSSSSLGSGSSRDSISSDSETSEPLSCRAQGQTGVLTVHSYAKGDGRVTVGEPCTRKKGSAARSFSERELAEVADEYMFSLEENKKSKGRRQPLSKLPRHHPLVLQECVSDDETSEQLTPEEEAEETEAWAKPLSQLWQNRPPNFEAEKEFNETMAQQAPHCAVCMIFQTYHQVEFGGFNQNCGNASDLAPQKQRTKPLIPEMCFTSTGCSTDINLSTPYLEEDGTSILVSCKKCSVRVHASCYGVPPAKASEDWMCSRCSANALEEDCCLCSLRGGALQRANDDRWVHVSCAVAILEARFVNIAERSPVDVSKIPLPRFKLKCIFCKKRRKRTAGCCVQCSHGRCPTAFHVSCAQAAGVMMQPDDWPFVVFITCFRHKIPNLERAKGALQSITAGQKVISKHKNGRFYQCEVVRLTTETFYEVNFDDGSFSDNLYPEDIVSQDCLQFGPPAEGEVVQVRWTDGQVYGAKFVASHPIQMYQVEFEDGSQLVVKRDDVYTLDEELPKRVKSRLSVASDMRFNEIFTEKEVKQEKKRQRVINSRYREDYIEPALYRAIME
# HP1b chromo inh: inhibitors of HP1-beta chromodomain binding to methylated histone tails. P83916. AlphaScreen HP1-beta / biotin-H3K9me3 peptide binding. Potency, µM (highest dose often 114 µM), for the others: at the highest dose activity change, negative = inhibition, usual class: inhibitors. 0.56% of 390,000 active. AID 540317; note: nearly all actives have a fitted effect of over 70% in size; inactives centre near 23
#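 AlphaScreen: HP1-beta (50 nM) preformed 30 min with biotin-H3(1-18)K9me3 peptide (50 nM) in PBS pH 7.4, 0.01% Tween-20. Compound added for 30 min at RT, then streptavidin donor/nickel chelate acceptor beads (10 ug/mL) for 30 min.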
# Numbers without * were called inactive; i = inactive; ? = inconclusive; . = no result given; & = joins results of further samples; [ ] = remark or other dose. Unless noted, calls come from the whole dose curve; as a rule, active = well fitted curve in the direction sought with a large enough effect; inconclusive = small, poorly fitted or top-dose-only effect, or another doubt; inactive = no such curve, though single readings can be large; an effect the other way counts as inactive or inconclusive. Potency is the fitted concentration of half-maximal effect. This is a subset (hit frequency here may not be typical).
# Every second line gives: Pin1 inh, ERG-DNA inh, ALOX12 inh, rTrxR1 inhibitor, RGS4 inhibitor, Tb PGK inh, GLS inhibitor, JMJD2A Tudor, HP1b chromo inh
- COc1ccc(N(C(=O)c2ccc(C)cc2)S(=O)(=O)c2cccs2)cc1
→ 16%, -6%, 19%, 10%, -4%, i, -1%, -23%, 25%
- CCOC(=O)c1[nH]c(C)c(C(=O)OCCOc2cccc(C)c2)c1C
→ 0%, -7%, 6%, -12%, 3%, -7%, 3%, -11%, 8%
- CC1CCN(C(=O)c2ccc(NC(=O)CC3SC(N4CCCC4)=NC3=O)cc2)CC1 (centres undefined)
→ -2%, -6%, -21%, 4%[57.1 µM], 0%, -1%, -3%, -8%, 26%
- CCCCNc1cc(=O)n(C)c(=O)[nH]1
→ 1%, 9%, 12%[57.4 µM], 10%[57.1 µM], -5%, i, 11%, -13%, 34%[activator]
- COc1cc2c(cc1OC)C(=Cc1ccc(N(C)C)cc1)C=C2
→ 5%, -5%, -12%, 3%[2.29 µM], -13%, -4%, 11%, 10µM*, 10µM*
- O=C1c2cccc3c(Cl)ccc(c23)C(=O)N1O
→ -2%, ., ?, 2%, -16%, -3%, -2%, -32%, 23%
- COc1cccc(CNC(=O)CCS(=O)(=O)c2cccs2)c1
→ 29%, 5%, -1%, 1%, 17%[56.9 µM], -4%, -7%, -5%[57.1 µM], 52%[activator]
- O=C(NCCN1CCCCC1)Nc1cccc(C(F)(F)F)c1
→ ?, -14%, 0%, 7%[57.1 µM], -1%, -3%, 3%, -3%, 31%
- CC(C)(C)NC(=O)C(=O)N/N=C/c1cccs1
→ 4%, -6%, -4%, 27%[57.1 µM], 10%, 0%, -1%, -11%, 18%
- CCCCN1C(=O)NC2NC(=O)NC21 (centres undefined)
→ -5%, 3%, 0%, 10%[57.1 µM], 8%, -4%, -4%, ?, -51%
- Cc1ccccc1C(=O)N1CCc2cc(-c3csc(NC(=O)CN4CCCC4)n3)ccc21
→ -18%, 6%, -8%, 8%, -40%, -3%, ?, ?, -12%[57 µM]
- COc1ccc(C(=O)NCc2nnc(SCC(=O)NCCc3ccccc3)o2)cc1
→ 0%, 4%, ?, 25%, -22%, -3%, -7%, -11%, 37%
- Cc1ccccc1CN1CCN(CC(=O)NCc2ccccc2Cl)C1=O
→ -2%, 0%, 4%, 11%[57.1 µM], 7%, 0%, -8%, -18%, -13%
- CCCc1nnc(NC(=O)CS(=O)(=O)c2ccc(C)cc2)s1
→ -4%, -6%, -15%, -21%, 3%, -1%, -13%, 2%, 24%
- CCc1ncc(CN2CCCC(C(=O)Nc3cccc(-c4ccc(F)cc4)c3)C2)cn1 (centres undefined)
→ -2%, -9%, ?, -1%, -3%, -7%, -7%, -14%, 5%
- CC(C)NC(=O)C(c1ccc(F)cc1)N(C(=O)CCC(=O)Nc1ccccn1)C1CCCCC1 (centres undefined)
→ -1%, -1%, -20%, 10%[57.1 µM], -4%, -2%, -13%, -6%, 32%
- C=CCOc1cccc(C2C(C(=O)c3ccc(C)o3)=C(O)C(=O)N2CCCn2ccnc2)c1 (centres undefined)
→ -1%, -2%, 416%[activator], -14%, 5%, 1%, 11%, ?, 8%
- O=C(NCC1CCCO1)C1c2ccccc2C(=O)N1C1CCCCCC1 (centres undefined)
→ -8%, 10%, 19%, 7%, -2%, 0%, -1%, 10%, 27%
- O=C(c1ccc(C(F)(F)F)cc1)C1CCCN(C(=O)CCc2cnccn2)C1 (centres undefined)
→ -7%, 1%, -2%, 11%, 10%, -7%, 9%, -13%, 37%
- O=C(CNc1ccc2ccccc2c1)N/N=C/c1ccc([N+](=O)[O-])o1
→ -8%, 12%, -10%, -14%, -17%, 8%, 0%, -19%, 5%
- CCc1cc2c(SCC(=O)NC3CCS(=O)(=O)C3)ncnc2s1 (centres undefined)
→ 0%, 19%, 5%, 6%, -24%, -9%, -7%, -12%, 62%[activator]
- CC1CCN(C(=O)CCNS(=O)(=O)c2ccc(Br)cc2)CC1
→ -1%, -1%, 157%[activator], 32%, -3%, -8%, -2%, -2%, 55%[activator]
- CCOC(=O)N1CCC(NC(=O)c2cc(C)c3c(C)nn(-c4ccccc4)c3n2)CC1
→ -2%, 1%, -16%, 14%, 19%, -1%, 4%, -6%, 15%
- CC(C)N(C(=O)CC1ON(C)C(=O)N1c1ccc(Cl)cc1)C(C)C (centres undefined)
→ -1%, 11%, -29%, 9%, 9%, -5%, 6%, -11%, 35%
- CCN1C(=O)[C@H]2[C@@H](c3ccc(OC)cc3)N3C(=O)CN(CCOC)C(=O)[C@@]3(C)[C@H]2C1=O
→ 6%, -13%, -1%, 7%[57.1 µM], -9%, -6%, 4%, -6%, 32%
- CCOC(=O)C1=c2s/c(=C\c3ccncc3)c(=O)n2C(N)=C(C(=O)OC)C1c1ccncc1 (centres undefined)
→ 3%, 3%, -9%, 31%, -9%[56.9 µM], 4%, -7%, -25%, 45%[activator]
- Cc1c(NC(=O)Nc2cccc([N+](=O)[O-])c2)c(=O)n(-c2ccccc2)n1C
→ ?, 10%, -1%, 2%, -15%, -10%, 5%, 5%, 19%[57 µM]
- CCOc1ccccc1NC(=O)CSc1nc2c(oc3ccccc32)c(=O)n1-c1ccc(F)cc1
→ 22%, 0%, 0%, 12%, -10%, -2%, 5%, 0%, 34%
- Cc1cc(CC(=O)O)c2oc(-c3ccoc3)cc(=O)c2c1
→ ?, 0%, 4%, -12%, 13%, -28%, ?, 89µM*, -20%
- COC(=O)CNC(=O)C1CCCN1C(=O)OC(C)(C)C (centres undefined)
→ 1%, 4%, 0%, 9%, 4%, 2%, 5%, -16%, 28%
- Cc1ccc(-n2cc(CN3CCN(Cc4nccn4C)CC3)c(-c3cccc(C)c3)n2)cc1
→ -1%, -2%, i, 4%, -7%, -10%, -7%, ?, -4%
- CCC(=O)c1ccc(OCC(O)Cn2nnc3ccccc32)cc1 (centres undefined)
→ -4%, -2%, -24%, -9%[57.1 µM], 6%, -5%, -2%, -8%, 16%
- Cc1cc2oc(C(=O)Nc3c(C(=O)Nc4ccccc4)oc4ccccc34)cc(=O)c2cc1C
→ -14%, 0%, -16%, 16%, -12%, -6%, 13%, -4%, 60%[activator]
- COc1ccc(C)cc1S(=O)(=O)N(CC(=O)Nc1ccc2c(c1)OCCO2)Cc1ccccc1
→ 2%, -1%, 19%, 13%, 5%, 0%, 2%, -21%, 7%
- CCOC(=O)c1c(NC(=O)CSc2ncccn2)sc(C(=O)NC)c1C
→ 11%, 3%, ?, -1%, -19%, -3%, 6%, -12%, 14%
- CCOc1cc(C(=O)NC(C)c2ccncc2)cc(OCC)c1OCC (centres undefined)
→ 1%, -10%, 9%, 6%[2.29 µM], -1%, -6%, -14%, -19%, 17%
- COc1ccccc1CNC(=O)CN1C(=O)C(C)N(c2ccc(C)cc2)C1=O (centres undefined)
→ 3%, -4%, 54%[activator], 2%, -2%, 2%, 8%, ?, -9%
- Cc1snc2sc(C(=O)c3ccc(Br)cc3)c(N)c12
→ 6%, 1%, 0%, 11%[57.1 µM], 4%, -8%, 4%, -14%, 30%
- CC1CCCC(C)N1S(=O)(=O)c1ccc(S(=O)(=O)N2CCOCC2)cc1 (centres undefined)
→ -8%, 10%, -1%, 43%[activator], 1%[11.4 µM], -2%, -6%, -9%[11.4 µM], 0%
- COc1ccc(N2CCN(S(=O)(=O)c3c(C)nc4scc(C)n4c3=O)CC2)cc1
→ 4%&6%, 8%&9%, -7%&-28%, -6%&-7%, 20%[11.4 µM], 5%&5%, 32%&35%[activator], -32%&-30%, -8%&-2%
- Cc1ccc(N2C(=O)CC(n3ccnc3)C2=O)cc1C (centres undefined)
→ -5%, -9%, 27%, -20%[57.1 µM], 3%[11.4 µM], 3%, -3%, 2%[11.4 µM], 37%
- CC(C)(C)NC(=O)c1cccc2c1C(=O)c1ccccc1-2
→ 2%, 8%, 155%[activator], -22%, 28%, -4%, ?, -13%, -5%
- O=C(Nc1cc2c(cc1C(=O)c1ccccc1Br)OCCO2)c1ccccc1
→ 2%, -2%, 0%, 16%, 3%, -5%, -1%, ?, 7%
- COc1ccc(-c2nc3c(=O)n(C)c(=O)[nH]c3n2CCc2ccccc2)cc1
→ -5%, ?, ., 12%[57.1 µM], 15%[11.4 µM], 5%, 2%, 23%[11.4 µM], 44%[activator]
- Cc1ccc(NC(=O)N2CCN(C(=O)c3ccco3)CC2)cc1Cl
→ -1%, 39%[activator], -12%, -20%, -53%, i, -4%, -14%, 26%
- COc1cccc(NC(=O)c2nn(-c3ccc(C)cc3)c(=O)n(C)c2=O)c1
→ 6%, -2%, -1%, 5%[57.1 µM], -31%, i, 2%, -17%, 31%[57 µM]
- Cc1ccccc1NC(=S)NCc1ccco1
→ -2%, -8%, -16%, 8%, 3%, -1%, 12%, 2%[57.1 µM], 23%
- COC(=O)c1c(NC(=O)CSc2ncn[nH]2)sc(C)c1C
→ 1%, ., ., 6%, -15%, -4%, 10%, -12%, 15%
- COc1ccc(C(CC(=O)O)NC(=O)Cc2ccccc2)cc1 (centres undefined)
→ -7%, 2%, 5%, 8%, -42%, -6%, 4%, -13%, 40%[activator]
- CCOC(=O)C1CCC(CN(Cc2ccc(OC)cc2)S(=O)(=O)c2ccc(F)c(C(=O)Nc3c(C)cccc3C)c2)CC1 (centres undefined)
→ -1%, -4%, -7%, 34%[57.1 µM], 0%, -4%, -4%, -21%, 26%
- Cc1ccccc1C(=O)N1CCC(C(=O)Nc2nc3ccc(F)cc3s2)CC1
→ -4%, -7%, -10%, 14%, 22%, -8%, 0%, -19%, 6%
- CCc1nc2ccccc2n1Cc1ccc(F)cc1
→ -6%, -3%, -1%, 12%, 6%, -2%, -5%, 2%, 33%

# Bioassay records as filed in PubChem.
